Compound activity (PubChem BioAssay)
SMARCA2 act = increases SMARCA2 function in MMTV reporter cells; MG213 cells, MMTV-luciferase reporter, dexamethasone, overnight; activation, % at 9.1 µM; actives 1% (n = 370,000); AID 652017; in the data active = activation above about 7.8%;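 note: 0% = vehicle wells and 100% = reference activator wells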
HGIII-sPLA2 inh = Inhibits HGIII-sPLA2 liposome hydrolysis, primary screen. Q9NZ20. QFRET BODIPY PC-A2 liposome hydrolysis, fluorescence. inhibition, % at 12.2 µM. actives 0.56% (n = 370,000);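 active = inhibition above mean plus 3 SD of compounds lying within the high and low control bounds, cut at about 19% in these data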;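 note: 0% = median of test compound wells and 100% = no enzyme DMSO wells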
Target sequence (Q9NZ20 whole entry, looked up): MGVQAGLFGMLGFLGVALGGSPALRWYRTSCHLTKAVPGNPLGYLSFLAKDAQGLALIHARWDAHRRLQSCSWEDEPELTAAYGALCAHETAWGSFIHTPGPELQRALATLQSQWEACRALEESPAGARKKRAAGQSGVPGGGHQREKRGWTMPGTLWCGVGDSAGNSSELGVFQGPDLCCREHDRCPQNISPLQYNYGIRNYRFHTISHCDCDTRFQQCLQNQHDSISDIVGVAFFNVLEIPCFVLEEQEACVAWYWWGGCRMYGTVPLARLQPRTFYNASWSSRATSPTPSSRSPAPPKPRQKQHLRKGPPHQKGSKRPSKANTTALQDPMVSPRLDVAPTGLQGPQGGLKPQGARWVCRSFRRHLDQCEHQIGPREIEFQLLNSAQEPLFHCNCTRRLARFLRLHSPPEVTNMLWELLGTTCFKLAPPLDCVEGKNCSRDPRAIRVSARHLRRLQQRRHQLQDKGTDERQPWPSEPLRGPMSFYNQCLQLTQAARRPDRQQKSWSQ
hcDAF12 agonist = activates DAF-12 receptor from parasite H. contortus; activation, % at 6.8 µM; AID 652067; actives 1.4% (n = 370,000); HEK293 hcDAF-12 lit1-tk-luc reporter, luminescence; 0% DMSO, 100% Δ7-dafachronic acid;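 active = activation above the mean of all tested compounds plus 3 SD, cut at about 5.5% in these data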;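 note: 100% = response to 3 µM Δ7-dafachronic acid high control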
DAX1 inh-1 = inhibitors of human orphan nuclear receptor DAX1 (NR0B1) | P51843 | HEK293 Gal4-DAX1 luciferase reporter, luminescence | inhibition, % at 6.75 µM | actives 0.99% (n = 340,000) | AID 504766;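 active = inhibition above the mean over all tested compounds plus 3 SD, cut at about 4.2% in these data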;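 note: 0% = DAX1-transfected cells with DMSO and 100% = empty-vector control cells with DMSO; inhibition shows as a rise in luminescence from relieved DAX1 repression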
Target sequence (P51843 207-470 limits assumed): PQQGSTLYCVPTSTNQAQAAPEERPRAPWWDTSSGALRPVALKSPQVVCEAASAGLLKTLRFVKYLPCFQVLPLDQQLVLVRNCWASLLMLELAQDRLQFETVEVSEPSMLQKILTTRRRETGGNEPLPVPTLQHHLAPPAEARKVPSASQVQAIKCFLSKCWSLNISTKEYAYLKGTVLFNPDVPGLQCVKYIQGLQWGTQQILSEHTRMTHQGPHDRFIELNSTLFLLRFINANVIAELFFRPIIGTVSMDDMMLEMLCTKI
hgDAF-12 ag = hgDAF-12 agonism, primary luciferase screen | HEK293 GAL4-hgDAF12 UAS-luciferase reporter, agonist luminescence; normalized to butyrate control | activation, % at 6.8 µM | actives 1.8% (n = 370,000);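 active = activation above a cutoff set at the mean of all screened compounds plus 3 SD, cut at about 10% in these data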;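 note: 0% = DMSO wells and 100% = sodium butyrate wells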
DAX1 inh-2 = inhibitors of DAX1 repression of SF-1 activated StAR promoter. AID 652010. actives 1.1% (n = 370,000). inhibition, % at 6.8 µM. HEK293T StAR-luciferase reporter, SF-1/DAX-1 repression relief;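 active = inhibition above the mean over all tested compounds plus 3 SD, cut at about 3.6% in these data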;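 note: 0% = DAX-1 cells with DMSO and 100% = cells lacking DAX-1 with DMSO; higher inhibition means more luminescence from relief of DAX-1 repression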
ssDAF-12 act = activates DAF-12 receptor from parasite S. stercoralis; HEK293 ssDAF-12/GRIP1 lit1-tk-luc reporter, luminescence; % of 3 µM dafachronic acid response; actives 1% (n = 370,000); activation, % at 6.8 µM;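 active = activation above the mean over all tested compounds plus 3 SD, cut at about 0.9% in these data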;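 note: 0% = DMSO-only wells and 100% = 3 µM delta7-dafachronic acid wells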
NPR1 activator = GC-A (human) enzyme activation | HEK293 GC-A cells, cGMP TR-FRET, EC30 ANP; 0% at EC30 ANP, 100% saturating ANP | actives 0.14% (n = 370,000) | activation, % at 10 µM | P16066; in the data active = activation above about 40%
KLK7 zymogen act = proKLK7 (human) activation, primary screen; P49862; purified proKLK7, EDANS-DABCYL substrate fluorescence; 100% is mature enzyme control, 0% vehicle; activation, % at 7 µM; actives 0.9% (n = 370,000); AID 652039;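 active = activation above the mean of all tested compounds plus 3 SD, computed per campaign excluding outliers beyond control limits, cut at about 13% in these data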
FXN GAA850 act = increases GAA850 frataxin promoter reporter activity. HEK293 lucGAA850 FXN promoter luciferase reporter, 24 h; percent of 10 µM SAHA response. activation, % at 6 µM. actives 0.56% (n = 360,000). AID 540364;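 active = activation above the average of all compounds screened plus 3 SD, cutoff fixed separately per campaign, cut at about 7.5% in these data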;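 note: 0% = DMSO wells and 100% = 10 µM SAHA wells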
GC-B act = GC-B (human) receptor activation | P20594 | HEK293-GC-B cells, CNP EC30, cGMP TR-FRET; 0% at EC30 CNP, 100% saturating CNP | activation, % at 10 µM | actives 0.11% (n = 370,000);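 active = activation at 10 µM reaching about 35% in either raw or pattern-adjusted values, limit read from the data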
Numbers without * were called inactive; . = no result given.

Each structure is followed by: SMARCA2 act	HGIII-sPLA2 inh	hcDAF12 agonist	DAX1 inh-1	hgDAF-12 ag	DAX1 inh-2	ssDAF-12 act	NPR1 activator	KLK7 zymogen act	FXN GAA850 act	GC-B act
CCOc1ccc(NC(=O)c2c(NC(=O)CN3CCCC3)sc3c2CCC3)cc1
    0	3	5.1	0.1	-0.1	0.1	-0.1	-3	-0.1	0.9	6
CC(C)C[C@H](CO)N(Cc1ccccc1)S(=O)(=O)N(Cc1ccccc1)[C@@H](CO)CC(C)C
    -1	-1	-0.6	2.9	1.1	-0.3	-1.4	-9	0.1	3.6	-20
CCn1nnnc1-c1ccc(OC)c(S(=O)(=O)Nc2ccc(C)c(C)c2)c1
    -1	-11	-2.1	-0.3	-2.0	-0.9	-0.7	-3	-0.6	2.0	2
COc1cccc(C2=NN(C(=O)c3ccc(C)o3)C(O)(C(F)(F)F)C2)c1 (stereo unspecified)
    -3	-11	-3.1	-2.7	-1.5	-2.4	-1.7	0	-0.3	1.2	4
Cc1nnc(SCc2cc(=O)[nH]c(=S)[nH]2)s1
    0	2	-1.1	2.8	0.9	0.0	-1.5	2	0.8	0.1	0
CCn1c(SCC(=O)NC2CCCc3ccccc32)nnc1-c1cccs1 (stereo unspecified)
    0	-1	-1.1	0.7	-2.6	-0.3	-0.7	-9	0.0	-1.3	4
Cc1c(Cl)cccc1NC(=O)Nc1cc(C(C)(C)C)on1
    0	-21	-0.1	-1.2	0.6	-0.2	-1.0	-6	-0.1	1.1	-8
CN(C)CCCNC(=O)C(=O)NCC1OCCN1S(=O)(=O)c1cc(F)ccc1F (stereo unspecified)
    0	3	1.6	0.0	1.2	-0.9	-1.1	3	-0.5	-0.5	5
CCOC(=O)/C=C1\SCC(=O)N1CC(=O)NC(c1ccccc1)c1ccccc1
    -1	-5	0.8	-0.8	-0.6	-0.3	-1.1	-2	-0.1	-5.5	1
Cc1ccc2c(c1)C(O)(CC(=O)c1cccnc1)C(=O)N2 (stereo unspecified)
    -1	12	0.4	-0.1	-0.4	-0.1	-0.6	-6	-0.7	3.4	2
CN(C(=O)c1ccc(NC(=O)C2CC=CCC2C(=O)O)cc1)c1ccccc1 (stereo unspecified)
    -3	-2	-0.8	0.1	0.0	-0.3	-1.2	0	0.5	0.0	-1
O=C(COC(=O)c1nc(Cl)ccc1Cl)NNC(=O)c1cccs1
    -1	4	1.7	-0.5	3.3	-0.3	-0.3	0	-0.1	2.8	-1
O=C(CC1(O)C(=O)Nc2cc(Cl)cc(Cl)c21)c1ccccc1O (stereo unspecified)
    0	-9	1.3	0.6	0.8	0.1	0.1	-7	-1.3	1.2	-10
CCOCCn1c(N2CCN(c3ccc(OC)cc3)CC2)nc2c1c(=O)n(C)c(=O)n2C
    1	-4	-2.4	-0.6	-2.8	-0.4	-1.4	-2	0.0	0.5	6
Cn1cccc1C(=O)NC(=O)COC(=O)c1ccc(O)cc1
    2	-1	2.0	0.3	1.7	-0.3	-0.5	5	0.6	-2.5	-4
COc1nccnc1NS(=O)(=O)c1ccc(NC(=O)c2ccc(F)cc2)cc1
    -1	-3	0.0	0.5	-1.5	0.1	-0.5	4	0.4	-0.8	-3
CCN(CC(=O)Nc1ccccc1OC)C(=O)CC1CCCC1
    -3	-6	-1.2	-0.3	-0.8	-0.2	-1.6	-4	1.2	0.1	1
COc1ccc(N2CCC(CNC(=S)Nc3cccc(OC)c3)C2)cc1 (stereo unspecified)
    0	15	-2.4	.	1.4	-0.3	-1.3	-8	-0.5	.	3
Cc1ccc(S(=O)(=O)N2CCOCC2)cc1NC(=O)CNCc1ccc(Cl)cc1Cl
    -4	-5	1.9	-1.5	-3.1	-3.0	-2.0	-4	0.2	-2.1	6
CCN(C(=O)CSc1nnc(-c2ccncc2)o1)c1ccccc1
    -1	-6	-3.3	-0.5	0.5	0.1	-0.9	-3	-0.2	3.1	0
COC(=O)c1ccc(-c2ccc(CNCC(O)c3ccccc3)o2)cc1 (stereo unspecified)
    -3	-6	-1.1	-0.8	2.5	0.6	-0.4	-2	1.2	-0.5	3
CC(=O)N1CCN(C(=O)c2cc(-c3cccc4ccccc34)nc3ccccc23)CC1
    0	0	-1.2	-1.5	0.6	-3.8	-1.2	1	-0.2	-2.3	5
CCN1C(=O)[C@H]2[C@@H](c3ccc(C(F)(F)F)cc3)N[C@]3(CCCN(Cc4ccc(OC)cc4)C3=O)[C@H]2C1=O
    -6	-4	-1.5	-0.9	-0.3	2.1	-1.4	1	-0.8	-3.3	2
COc1ccc(C(=O)N/C(=C/c2ccc(Cl)cc2)C(=O)Nc2ccc(C(=O)O)cc2)cc1
    -2	-1	-1.7	1.3	-0.6	-0.3	-0.9	0	-0.1	1.0	3
O=C(Cc1ccccc1)Nc1cc([N+](=O)[O-])ccc1N1CCOCC1
    -1	-7	-0.2	1.1	2.9	-0.5	-0.9	-4	-0.7	0.0	-3
CCOC(=O)[C@]12CCCC=C1N(Cc1ccc(Cl)cc1Cl)C(=O)[C@H](CC(=O)NCCc1ccccc1OC)C2
    -2	-17	-2.7	.	-1.7	-1.9	-1.2	-3	-1.1	.	-3
CC(C)C[C@H]1CN([C@@H](Cc2ccc(O)cc2)CN2CCC[C@H]2CN2C(=O)C(=O)NC[C@@H]2Cc2ccc(O)cc2)C(=O)C(=O)N1CCc1ccccc1
    2	-19	-0.3	.	1.3	1.8	-1.2	1	0.1	.	6
CCn1c(NC(=O)c2nn(C)cc2Br)nc2ccccc21
    1	-6	-2.9	0.5	-4.6	-0.7	-0.8	-2	0.5	-0.4	0
OC[C@H]1O[C@@H](c2nc(-c3nc(-c4ccc(F)cc4)no3)cs2)[C@H](O)[C@@H]1O
    0	5	3.9	.	13*	9.8*	0.1	10	-0.7	3.9	-1
COc1ccc(Br)cc1C(=O)Nc1ccc(NC(=O)c2ccco2)cc1
    -3	3	-2.4	-0.5	-0.2	0.2	-1.6	-10	-0.1	2.2	-20
CCCCOc1ccc(Cc2cnc(N)nc2N)cc1
    -1	-5	-1.8	1.0	1.4	-0.8	-1.4	2	-0.4	1.9	-1
O=C(COC(=O)CCNS(=O)(=O)c1ccccc1)NC(=O)Cc1ccccc1
    0	-2	1.5	0.6	-0.3	1.0	-0.7	0	-1.3	-1.0	0
O=C(CSc1nc2[nH]ncc2c(=O)[nH]1)Nc1ccccc1
    -1	-1	0.0	0.8	-0.7	0.0	-0.7	2	0.3	1.7	2
CC(C)C[C@@H]1COc2cc(Br)ccc2S(=O)(=O)N1Cc1cn(Cc2ccccc2)nn1
    -5	9	-0.7	.	1.0	0.0	-1.4	0	0.7	.	3
O=C(/C=C/c1ccc(Cl)cc1)N1CCN(CCN2C(=O)c3cccc4cccc(c34)C2=O)CC1
    0	4	1.3	2.1	-0.4	0.5	-1.1	-7	-0.2	-0.9	-5
CC(=O)c1sc(NC(=O)COc2ccc(Cl)cc2Cl)nc1C
    -1	-2	0.9	-0.3	-2.1	-0.8	-0.9	0	0.0	0.0	2
CN(C)S(=O)(=O)c1ccc(NS(=O)(=O)/C=C/c2ccccc2)cc1
    -2	-9	-0.5	-0.2	-2.8	-0.2	-1.0	4	0.4	0.2	3
Cc1ccc(-n2nc(C(=O)O)cc2-c2ccc(Cl)cc2)cc1
    -4	-7	-0.1	-0.1	-0.1	-0.3	-0.9	-6	0.1	1.2	-9
OC(CN1CCCCC1)CN(c1ccccc1)c1ccccc1 (stereo unspecified)
    0	-8	0.6	0.3	-2.6	1.0	-1.0	-7	-0.2	1.6	-6
CCOC(=O)c1sc(NC(=O)CN2C(=O)C3CC=CCC3C2=O)nc1C (stereo unspecified)
    -1	3	2.9	0.8	-0.9	-0.8	-1.2	-2	0.4	0.0	-6
Cc1cc(OCCCCCn2ccnc2)cc(C)c1Cl
    -4	-28	-1.6	1.3	-0.8	0.2	-1.8	6	0.2	0.0	-4
CCOc1ccccc1Nc1nnc(SCc2nnc(-c3cc(OC)c(OC)c(OC)c3)o2)s1
    -1	-30	-4.5	-3.6	-7.3	-2.4	-2.1	-7	0.5	-5.7	-5
COCCn1c(=O)c2c(nc3n2CC(C)CN3CCc2ccccc2)n(C)c1=O (stereo unspecified)
    0	10	-0.1	0.0	-3.3	-0.4	-1.4	7	0.4	0.9	15
COc1ccc(CCNC(=O)CCNS(=O)(=O)c2cccc3nsnc23)cc1OC
    -5	5	-2.0	-0.1	3.6	0.2	-1.2	-1	0.8	-0.2	0
O=C(CCC(=O)NCc1ccccc1)NCc1ccccc1
    2	-5	2.9	0.6	-1.9	0.2	-1.0	-4	1.2	0.9	3
Cc1cccc(NC(=O)CCNS(=O)(=O)c2cccc3nonc23)c1C
    0	1	-1.4	1.2	1.7	0.8	-0.8	-2	0.6	0.5	5
CCOCCCNc1nc(C(F)(F)F)nc2c1nnn2Cc1ccccc1Cl
    -4	-1	-2.2	-0.8	-1.9	-0.1	-1.4	8	0.0	-1.1	10
COc1cc(S(=O)(=O)N(Cc2cccs2)C2CC2)ccc1-n1cnnn1
    0	-4	-0.8	-1.1	-2.9	0.9	-1.7	2	0.1	2.8	1

Some of these compounds in order of the NPR1 activator value, rising.
Molecule | NPR1 activator
CCOc1ccccc1Nc1nnc(SCc2nnc(-c3cc(OC)c(OC)c(OC)c3)o2)s1 | -7
O=C(CCC(=O)NCc1ccccc1)NCc1ccccc1 | -4
Cc1cc(OCCCCCn2ccnc2)cc(C)c1Cl | 6
